Screens as filed in PubChem.
RAD54 inh – RAD54 (human) branch migration inhibition. Q92698. RAD54 Holliday junction branch migration, FAM/BHQ fluorescence. inhibition, % at 10.4 µM. 360,000 compounds, 0.14% hits;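 active = mean normalized replicate activity at least 40 and at least half of replicates scoring 40 or more; inconclusive = only one of the two criteria met; inactive = mean below 40 and under half of replicates reaching 40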;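 note: 0% = median of neutral control wells and 100% = median of positive control wells; inhibitors cause a drop in the FAM fluorescence signal; in these data hits start at about 50%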
Casp6 inh – caspase-6 (human) enzyme inhibition; P55212; purified caspase-6, Z-VEID-R110 cleavage fluorescence; inhibition, % at 12.5 µM; 350,000 compounds, 0.53% hits;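 active = mean inhibition across replicates at least about 35%, with every replicate also reaching that limit, limit read from the data; inconclusive = only one of the two criteria met; inactive = neither criterion met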;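 note: 0% = median of neutral control wells and 100% = no fluorescence left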
Target sequence (P55212 24-179 limits assumed): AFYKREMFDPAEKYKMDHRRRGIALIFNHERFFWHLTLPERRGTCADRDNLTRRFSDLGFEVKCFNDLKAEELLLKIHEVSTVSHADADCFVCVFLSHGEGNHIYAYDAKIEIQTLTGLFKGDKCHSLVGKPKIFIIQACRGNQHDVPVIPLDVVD
Target sequence (P55212 194-293 limits assumed): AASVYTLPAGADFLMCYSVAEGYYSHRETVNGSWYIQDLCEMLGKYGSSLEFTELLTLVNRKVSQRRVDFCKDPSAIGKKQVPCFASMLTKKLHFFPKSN
INS-1E GSIS act – GLuc luminescence reporter in INS-1E cells, primary screen for activators of glucose-dependent secretion of insulin; 370,000 compounds, 0.61% hits; AID 743287; activation, % at 16.6 µM; INS-1E GLuc reporter insulin secretion, 2-3 h;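 active = lowest replicate activation of at least 40%, so every replicate reaches that level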;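 note: 0% = median of neutral control wells and 100% = median of IBMX positive control wells; some compounds called inactive have numbers as strong as hits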
DENV2 CPE – DENV2-induced cell death inhibition. 350,000 compounds, 1.7% hits. DENV2-infected cells, cytopathic effect rescue, plate reader. CPE inhibition, % at 9.99 µM; in the data active = CPE inhibition above about 20%, passing the limit was not always enough; inconclusive = no clear call, values can overlap the other calls; tested in BHK-21 cells;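 note: 0% = median of neutral control wells and 100% = median of positive control wells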
E-selectin induc – induces E-selectin expression in human endothelial cells; P16581; HUVEC E-selectin immunofluorescence imaging; normalized: neutral wells 0, TNF-alpha wells 100; activation, % at 7.58 µM; 260,000 compounds, 0.37% hits; AID 686992;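 active = mean E-selectin-positive cell signal at least 10% of the positive control, reached in at least 60% of replicates, without over 20% cell loss; inconclusive = no rule given, readout overlaps actives, possibly toxicity-flagged; inactive = the rest, including those meeting only one limit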;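 note: in these data hits start at about 27%; measured in HUVEC primary endothelial cells; signal is the percent of cells scored E-selectin positive by PE staining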
Target sequence (P16581 whole entry, looked up): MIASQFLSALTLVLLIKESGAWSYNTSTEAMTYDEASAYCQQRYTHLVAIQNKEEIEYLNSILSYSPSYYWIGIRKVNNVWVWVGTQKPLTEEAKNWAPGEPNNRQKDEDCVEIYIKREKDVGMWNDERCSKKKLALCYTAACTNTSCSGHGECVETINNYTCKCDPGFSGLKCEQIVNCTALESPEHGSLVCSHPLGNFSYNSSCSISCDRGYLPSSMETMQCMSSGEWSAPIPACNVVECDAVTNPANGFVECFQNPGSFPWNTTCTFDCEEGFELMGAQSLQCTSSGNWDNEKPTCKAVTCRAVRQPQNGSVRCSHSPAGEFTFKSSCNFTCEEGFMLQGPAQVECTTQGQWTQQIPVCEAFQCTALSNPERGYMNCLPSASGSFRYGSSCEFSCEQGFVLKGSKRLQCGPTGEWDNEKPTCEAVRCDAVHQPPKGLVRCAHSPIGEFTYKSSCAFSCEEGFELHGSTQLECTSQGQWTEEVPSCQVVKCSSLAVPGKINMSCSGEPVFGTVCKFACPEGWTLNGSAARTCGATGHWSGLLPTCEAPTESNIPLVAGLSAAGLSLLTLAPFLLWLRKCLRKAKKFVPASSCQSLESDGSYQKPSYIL
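Test system: HUVEC; input: 3,000 HUVEC/well; measured by: immunofluorescence imaging; read-out: % PE-positive cells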
RAD52 anneal inh – inhibitors of human RAD52 DNA annealing. 360,000 compounds, 0.46% hits. inhibition, % at 18.7 µM. recombinant RAD52 DNA annealing, FRET fluorescence. AID 651710;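 active = every replicate showing at least 50% inhibition; inconclusive = mean inhibition at least 50% but not in every replicate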
XiGFP reactiv – reactivates the inactive X chromosome in mouse fibroblasts. XiGFP mouse fibroblasts, % GFP-positive cells imaging, 3 d; cells co-treated with 5-aza-dC sensitizer; scaled so ellipticine positive control = 100%. activation, % at 7.58 µM. 360,000 compounds, 0.055% hits. AID 743238;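 active = mean normalized replicate activation at least 10% and every replicate at or above 10%; inconclusive = only one of the two criteria met; inactive = mean below 10% and not all replicates reach 10%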;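 note: 0% = median of on-plate neutral control wells and 100% = ellipticine 6 µM median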
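Assay system – SV40-immortalized XiGFP fibroblast cells, line 68-5-11 · Buffer or medium – DMEM supplemented with 5-aza-dC as sensitizing agent · Dosing – one concentration, pinned · Benchmarks – positive control ellipticine, 6 µM final · Times – 3 days compound exposure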
CFTR F508del cor – correctors of CFTR F508del function in bronchial epithelial cells; activity (quench increase), % at 7.58 µM; CFBE cells, YFP halide quenching; stimulated with forskolin plus potentiator P3; % fluorescence drop versus neutral controls; 350,000 compounds, 0.36% hits;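 active = mean added fluorescence quench of at least 8% versus neutral control, with both replicates also reaching 8%; inconclusive = only one of the mean or replicate conditions met; inactive = mean below 8% and not both replicates reaching 8%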;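 note: cells transiently co-express mutant CFTR-F508del with the halide-sensitive YFP; corrector assay measuring rescue of mutant channel to the surface after 24 h compound exposure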
Starred values were filed as active, the others as inactive; ? = inconclusive; . = no result given; & = joins results of further samples. Random draw from the library. About 3.7% of those tested had a hit in this group.

Each structure is followed by: CFTR F508del cor	DENV2 CPE	E-selectin induc	RAD52 anneal inh	RAD54 inh	Casp6 inh	INS-1E GSIS act	XiGFP reactiv
- COCC(=O)N(C)C[C@H]1Oc2ncc(C#Cc3ccccc3OC)cc2C(=O)N([C@@H](C)CO)C[C@@H]1C
    -0.6	-5	-0.1	-3	-5	0	7	-1.2
- O=C(NC1CCCCCC1)C(=S)N1CCCC1
    -2.5	-5	1.0	-10	-1	4	11	0.0
- C[C@H](CO)N1C[C@H](C)[C@@H](CN(C)S(C)(=O)=O)Oc2cc(C#CC3CC3)ccc2S1(=O)=O
    1.1	-3	-1.1	-1	-13	0	-7	-0.9
- COc1ccccc1CNC(=O)C[C@@H]1CC[C@H]2[C@@H](COc3ccc(NS(=O)(=O)c4ccc(C)cc4)cc3C(=O)N2C)O1
    -1.4	-4	-0.1	5	-5	0	-14	0.2
- Cc1c(C(=O)NCC2CCCO2)sc2nc(-c3ccccc3)cn12 (centres undefined)
    4.5	2	0.0	3	1	0	10	0.0
- O=C(c1ccncc1)N1CC(=O)N2[C@@H](CO)[C@@H](c3ccc(-c4cccnc4)cc3)[C@@H]2C1
    -0.6	1	0.2	-14	.	-1	7	0.1
- CN(CC(=O)Nc1ccccc1Cl)CC(=O)c1c(N)n(Cc2ccccc2)c(=O)n(C)c1=O
    -1.9	3	-0.5	-8	6	0	-13	0.0
- CN(C)C(=S)NC(=O)c1cccc(Cl)c1
    -1.9	-9	-0.2	4	-2	-5	-8	0.0
- COc1ccc(C(CC(=O)N2CCN(C)CC2)NC(=O)C(F)(F)F)cc1 (centres undefined)
    4.3	10	-0.1	-12	14	-2	4	0.3
- O=C(NC1CCS(=O)(=O)C1)c1sc2ccccc2c1Cl (centres undefined)
    -1.4	-7	.	-21	.	0	3	0.1
- COc1cccc(C(C(=O)NCc2ccccc2)N2CCN(C(=O)C3CCCO3)CC2)c1OC (centres undefined)
    2.1	2	0.4	-9	.	-1	43*	0.4
- COc1cc2oc3cc(C)oc(=O)c3c2cc1OC
    0.1	-1	-0.1	-2	.	0	64	0.2
- O=c1c(/C=N/N2CCOCC2)c(C(F)(F)F)[nH]n1-c1ccccc1
    2.3	-1	.	-21	7	-2	-10	0.0
- Cc1noc(C)c1NC(=O)N[C@@H]1C=C[C@@H](CC(=O)Nc2ccccc2)O[C@H]1CO
    2.4	18	0.3	-9	-7	2	3	0.2
- Cc1ccc(NC(=O)C(CC(=O)O)C2CCCO2)c(C)c1 (centres undefined)
    -0.1	6	0.1	-11	-11	2	-6	0.0
- COc1ccc(C(=C(CC(=O)O)C(=O)OC(C)(C)C)c2cc(OC)c(OC)c(OC)c2)cc1OC
    0.1	-6	1.1	-10	.	-3	15	0.3
- CSCCC(NC(=O)c1ccco1)C(=O)N1CC=C(c2ccccc2)CC1 (centres undefined)
    1.8	-5	1.2	-16	10	-8	6	0.0
- COc1cccc2c1c(NC(=O)Nc1ccc(F)cc1F)nn2C
    1.2	3	.	-19	-5	-3	.	0.0
- Cc1cc(C)c2c(c1)N[C@H](c1cccs1)[C@@H]1CCO[C@H]21
    -0.6	1	1.8	-16	3	-2	.	0.2
- O=C(Nc1ccccc1)c1ccc(=O)[nH]n1
    4.9	-6	?	-11	9	-2	3	-0.1

Remaining list, next part:
Each structure is followed by: CFTR F508del cor	DENV2 CPE	E-selectin induc	RAD52 anneal inh	RAD54 inh	Casp6 inh	INS-1E GSIS act	XiGFP reactiv
- CCOc1ccc(NC(=O)CCC(=O)N2CCSc3ccccc32)cc1
    0.5	3	0.0	-18	-1	-2	-7	0.6
- CC(C)C1Nc2ccc(C(=O)NCc3ccco3)cc2NC1=O (centres undefined)
    1.9	0	-0.1	-20	2	-1	-28	-0.1
- COc1ccc(C(=O)N/C(=C/c2cccs2)C(=O)NN)cc1OC
    0.6	1	7.6	-22	-3	-2	23	0.2
- Nc1c(Cl)cc(-c2csc(N3CCCC3c3nc4cc(Cl)c(N5CCCCC5)cc4n3CCCO)n2)cc1Cl (centres undefined)
    -6.0	-5	0.4	-18	3	-3	.	0.0
- C[C@H]1CN([C@@H](C)CO)C(=O)Cc2cc(NC(=O)C3CCCCC3)ccc2O[C@@H]1CN(C)CC1CCCCC1
    -0.7	16	0.0	10	-1	4	10	-1.2
- C[C@H](CO)N1C[C@H](C)[C@H](CN(C)S(=O)(=O)c2cccs2)Oc2ncc(C#Cc3ccccc3)cc2C1=O
    -0.9	2&0	0.4	13&6	-4&2	-1&0	-37	0.3
- Cc1c(C(=O)N2CCCC2)c(S(=O)(=O)N2CCCCC2)c(C)n1C
    -1.0	-11	.	-4	-11	-1	-6	0.0
- Cc1ccc([C@@H]2C[C@H]3[C@@H](CN2S(=O)(=O)c2ccc(C)cc2)C(=O)C[C@@H](c2ccc(Cl)cc2)N3S(=O)(=O)c2ccccc2C)cc1
    -0.4	0	-7.8	-9	2	-2	-22	-0.1
- CCn1cc(C(=O)N2CCCC(C(=O)c3cccc(C(F)(F)F)c3)C2)cn1 (centres undefined)
    2.3	-1	-0.1	-10	-6	0	.	0.3
- CC(C)(C)OC(=O)N1CCC(c2c(C(=O)NCC3CCN(C4CCCC4)C3)cnn2-c2ccccc2Cl)CC1 (centres undefined)
    0.4	-5	.	0	-7	-24	-27	-0.1
- C[C@H](CO)N1C[C@H](C)[C@@H](CN(C)Cc2ccncc2)Oc2ccc(NC(=O)CCCCCC(=O)Nc3ccccc3N)cc2CC1=O
    0.4	53*	.	-15	8	-4	-5	0.1
- NNC(=O)CSCc1nc(-c2ccc(Cl)cc2)cs1
    -6.5	3	6.7	-10	2	0	-10	0.0
- CC(C)(C)OC(=O)NCc1ccc(NC(=O)c2nc[nH]c2C(=O)NCCCCCCNC(=O)c2[nH]cnc2C(=O)Nc2ccc(CNC(=O)OC(C)(C)C)cc2)cc1
    1.4	-9	0.2	3	10	-2	.	-0.2
- Cc1noc(C)c1NC(=O)N(C)C[C@H]1Oc2c(NC(=O)c3cnccn3)cccc2C(=O)N([C@H](C)CO)C[C@@H]1C
    -2.7	-5	-0.1	-5	-5	0	20	-0.2
- COc1cc(OC)cc(C(=O)Nc2nnc(SCC(=O)NCC3CCCO3)s2)c1 (centres undefined)
    0.4	?	.	-3	-11	1	18	0.1
- CCOC(=O)c1ccccc1NC(=O)COC(=O)c1cc([N+](=O)[O-])ccc1N1CCOCC1
    5.2	-2	2.0	-14	.	-1	5	0.1
- O=C(Nc1cccnc1)C1Cc2c(-c3ccc4c(c3)OCO4)ccnc2O1 (centres undefined)
    0.4	-2	-0.1	-21	12	1	-18	0.2
- Cc1ccc(S(=O)(=O)N2CCCCC2)cc1NC(=O)COC(=O)c1ccc2c(c1)OCO2
    .	1	0.0	-15	0	0	-16	0.0
- C/C=C/c1ccc(OCCCCOc2ccccc2C(C)=O)c(OC)c1
    .	.	-0.2	-4	.	-2	-7	0.0
- CN1CCN(C(=O)C2=C[C@@H](c3coc4ccccc4c3=O)C[C@@H](OCc3ccc(CO)cc3)O2)CC1
    1.5&0.1	1&5	0.0	6&-13	-6&-6	-2&3	0	0.1

Continuation.
Each structure is followed by: CFTR F508del cor	DENV2 CPE	E-selectin induc	RAD52 anneal inh	RAD54 inh	Casp6 inh	INS-1E GSIS act	XiGFP reactiv
- CCn1c(/C=C/Nc2ccccc2)[n+](CC)c2cc(Cl)c(Cl)cc21
    2.4	-13	.	15	5	-1	2	0.2
- COc1ccc(/C=C(\NC(=O)c2ccc(OC)cc2)C(=O)Nc2ccc(C(=O)O)cc2)cc1
    -0.4	-2	0.1	-12	-12	0	8	0.0
- COc1cc(-c2nc(CN3CCN(c4ncccn4)CC3)c(C)o2)ccc1F
    1.7	9	-0.4	2	.	-1	-3	0.0
- CC1CCN(C(=O)CCN2C(=O)/C(=C/c3cccs3)SC2=S)CC1
    -1.5	?	2.8	-116	-4	-1	5	0.3
- Cn1ncc2c(NNC(=O)c3ccc(O)cc3)ncnc21
    -1.3	4	.	-16	.	3	-10	0.1
- Cc1cc(C)cc(OCC(=O)NC(C)c2ccccc2)c1 (centres undefined)
    0.8	6	.	4	-10	0	13	0.0
- COc1ccc(NC(=O)CSc2nnc(-c3cccnc3)n2C)cc1
    -0.9	3	1.2	-4	-27	-3	.	0.0
- COc1ccc(Br)c2oc(S)cc(=O)c12
    -2.4	-10	-0.1	-14	-9	20	-3	-0.3
- CN1C[C@@H]2[C@@H]3C(=O)N(C)C(=O)[C@@H]3[C@](Cc3ccccc3)(C1=O)N2C(=O)c1ccc(Cl)cc1
    -2.4	9	-0.1	-29	-9	3	-5	-0.1
- Cc1c(C(=O)N(Cc2ccc(Cl)cc2)C2CCS(=O)(=O)C2)oc2ccccc12 (centres undefined)
    -0.6	?	.	-10	0	-2	-21	0.3
- Cc1noc(C)c1S(=O)(=O)Nc1ccc2c(c1)C(=O)N([C@H](C)CO)C[C@@H](C)[C@@H](CN(C)C(=O)NC(C)C)OCCCC[C@H](C)O2
    -3.8	-11	.	3	1	1	-2	0.0
- COc1cc2c(cc1OC)CN(C(=O)Cc1ccccc1)CC2
    0.0	7	0.8	-7	-3	5	63*	0.3
- C[C@H]1CN([C@@H](C)CO)C(=O)c2cc(C3=CCCCC3)cnc2O[C@@H]1CN(C)C(=O)c1ccc(F)cc1
    1.4	4	-0.4	7	0	-1	-4	-0.5
- Cc1cccc(C)c1NC(=O)C1(C)CCC(=O)N1CCOc1ccccc1 (centres undefined)
    -0.3	-4	-0.1	-15	-10	-1	2	0.1
- O=C(Cc1ccc(Br)cc1)N1CCCC1
    0.1	6	.	-12	-2	3	5	0.3
- Cc1ccc(C(=O)N(Nc2nc3ccccc3s2)C(=O)c2ccc(C)cc2)cc1
    -0.9	1	.	-12	12	-1	3	0.0
- COc1ccc(S(=O)(=O)N/N=C(/C)c2ccc(Cl)cc2)cc1
    -1.0	-6	.	4	-5	0	1	.
- C[C@H](CO)N1C[C@H](C)[C@H](CN(C)C(=O)Nc2ccc(F)cc2)OCCCC[C@H](C)Oc2ccc(NC(=O)c3ccccc3)cc2C1=O
    -2.3	84*	0.5	-17	-4	1	-16	-0.3
- COc1cccc(NC(=O)Nc2cc(Cl)ccc2C)c1
    1.8	8	.	-7	.	1	6	-0.1
- CC(C)(C)c1ccc(C(=O)NCCCNC(=O)c2ccco2)cc1
    -1.8	-2	0.3	-14	14	4	3	0.4

(next part)
Each structure is followed by: CFTR F508del cor	DENV2 CPE	E-selectin induc	RAD52 anneal inh	RAD54 inh	Casp6 inh	INS-1E GSIS act	XiGFP reactiv
- COc1ccccc1NC(=S)NC1CCCCCC1
    0.5	-16	.	-3	-6	-3	-2	0.1
- CCc1ccc(NC(=O)c2cc(-c3ccc4c(c3)OCO4)on2)cc1
    1.1	2	.	-8	-8	-2	6	0.0
- Cc1ccc(NCCN(C)C)c2c(=O)c3cc(O)ccc3sc12
    0.7	-1	-0.3	84*	.	-79	109	-0.1
- CCOC(=O)c1c(NC(=O)CN2C(=O)C(=O)N(C(C)C)C2=O)sc(C)c1CC
    0.1	0	-1.7	-21	11	3	1	-0.1
- O=c1c2ccc(Cl)cc2nc(-c2ccc([N+](=O)[O-])cc2)n1O
    2.8	-1	.	-7	-9	0	3	0.1
